Yfh1-off respiration: enhancers of respiration in Yfh1-depleted yeast, dose response, Friedreich's ataxia, plus single-dose screen (AID 1465); S. cerevisiae Yfh1-off respiration, WST-1 reduction, 72 h; higher fold induction means a stronger effect; actives 0.074% (n = 220,000); fold induction at 50 µM, or EC50 in µM where a hit was titrated;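 active = fold induction of absorbance versus untreated yeast above a set limit, then at least 30% activation at any dose in follow-up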;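 also: activators that raise dye reduction in frataxin-depleted yeast; strong numbers were not always called active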
Insulin prom up: MIN6 insulin promoter up-regulation | MIN6 insulin promoter-GFP reporter, high-content imaging; active compounds read high | z-score at 5 µM | actives 0.3% (n = 190,000);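 active = z-score above 3 at 5 µM with at least 500 cells counted in the well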
Hep lipid drop: hepatic lipid droplet formation modulation; inhibition, % at 6.5 µM; AML12 mouse hepatocytes, oleate lipid droplets, BODIPY imaging; AID 1656; actives 0.4% (n = 240,000);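 active = lipid droplet intensity inhibited by at least 50%, with more than 500 cells counted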
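System: AML12 hepatocytes (mouse). Probe or stimulus: oleic acid at 100 µM to induce lipid droplet formation. Times: overnight treatment with compound plus oleate. Detection: Image-based BODIPY and DAPI two-channel analysis. Evaluation: percent inhibition of filter-corrected integrated lipid droplet intensity per well.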
MT stabilize HCS: microtubule stabilizers in HeLa cells; HeLa tubulin immunostaining HCS, 24 h; share of cells brighter than vehicle mean+2SD; % tubulin-high responders, % at 10 µM; actives 0.83% (n = 200,000); AID 2205;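 active = plate Z-score above 3 for both tubulin-high and condensed-nucleus cell shares, with cell loss under 80%, at 10 µM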;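 also: anti alpha tubulin signal scored within the nucleus-defined area of each cell; some results filed as inactive read as strong as hits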
Autophagy HCS: modulators of autophagy; calls only at 10 µM (by protocol); actives 0.98% (n = 190,000); MEF GFP-LC3 puncta imaging; test concentration mostly 10 µM;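 active = percentage of spot-positive cells more than 3 SD above its plate mean, without a fluorescence outlier flag or 80% toxicity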;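 also: spot-positive cell cutoff set from DMSO-treated cells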
Dynein cargo inh: blocks dynein driven cargo transport along microtubules; actives 0.47% (n = 220,000); 3617.4 mouse cells, GR-EGFP nuclear translocation imaging; test concentration mostly 20 µM; stimulated with dexamethasone, 1 µM; active compounds read low; z-score, hits read low;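 active = plate z-score of nuclear minus cytoplasmic receptor signal below a set negative limit, without overly bright fluorescence or cell loss, cut at about -3.5 in these data, passing the limit was not always enough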;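 also: z-score of nuclear minus cytoplasmic ring GR-EGFP intensity difference per well; some compounds called inactive have numbers as strong as hits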
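Buffer or medium: tet-free, stripped-serum medium; reagent: dexamethasone at 1.0 µM final, 30 min; incubation: 48 h induction, 1 h compound, 30 min dex at 37 °C; measured by: formaldehyde fixation, Hoechst nuclear stain, 10x automated fluorescence imaging; read-out: nuclear-to-cytoplasmic GR-EGFP distribution per well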
ER stress rescue: protection against thapsigargin-triggered cell killing – 384-well, CSM14.1, ATP luminescence, primary screen (AID 1222); CSM14.1 thapsigargin-induced death rescue, ATP luminescence; higher % means a stronger effect; 190,000 tested, under 10 active; one-dose cellular ATP content (survival), % at 20 µM; EC50 in µM for titrated hits;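 active = EC50 below 50 µM in the dose-response confirmation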;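 also: death triggered by thapsigargin at about 15 µM added after 2 h compound pretreatment; cell ATP read after overnight thapsigargin exposure of roughly 18 to 22 hours; normalized against plate controls of thapsigargin alone and 5% DMSO vehicle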
P. falciparum M1AAP: malaria alanyl aminopeptidase activity blockers – biochemical, fluorogenic H-Leu-NHMec substrate, 1536-well (AID 1445); inhibition, % at 30 µM, or IC50 in µM where a hit was titrated; actives 0.42% (n = 220,000); recombinant M1AAP, H-Leu-NHMec fluorogenic kinetic assay; higher % means a stronger effect;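 active = primary inhibition above the hit cutoff, then over 50% inhibition at one or more dose response concentrations, cut at about 23% in these data, passing the limit was not always enough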;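 also: plate controls were DMSO full reaction for no effect and no enzyme background for full effect; strong numbers were not always called active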
P. falciparum M17LAP: P. falciparum M17LAP inhibitors, primary screen, biochemical, fluorogenic H-Leu-NHMec substrate, 1536-well (AID 1619). recombinant M17LAP, H-Leu-NHMec fluorogenic kinetic assay; higher % means a stronger effect. one-dose inhibition, % at 30 µM; IC50 in µM for titrated hits. actives 0.38% (n = 220,000);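 active = compound inhibiting the enzyme by more than half at any dose during confirmatory dose-response retesting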;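 also: plate controls were full reaction with DMSO carrier for no effect and no enzyme background for full effect; strong numbers were not always called active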
Dynein cargo inh cytoplasmic EGFP: also measured in Dynein cargo inh; calls as there; z-score; measured here: cytoplasmic GR-EGFP intensity; active compounds read high
Dynein cargo inh nuclear GR-EGFP: further read-out of Dynein cargo inh, marked with its call; z-score; measured here: nuclear GR-EGFP intensity;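 lower value marks the stronger effect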
Dynein cargo inh cell count: also measured in Dynein cargo inh; calls as there; z-score; measured here: cell count per field
Insulin prom up cell count: recorded beside Insulin prom up, whose call it bears; cell count; measured here: cytotoxicity, nuclei count;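 total cells summed across four imaged fields per well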
Hep lipid drop cells 6.5 µM: second read-out of Hep lipid drop, no call of its own (marks repeat the call); cell count; measured here: cell count, cytotoxicity flag;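 cells counted across two imaged fields per well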
MT stabilize HCS Hoechst-high %: further read-out of MT stabilize HCS, marked with its call; % Hoechst-high responders; measured here: nuclear condensation Hoechst responders;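 share of cells brighter than vehicle mean plus two SD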
MT stabilize HCS cytotoxicity %: also measured in MT stabilize HCS; calls as there; toxicity, %; measured here: cytotoxicity by cell density;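 0% = mean cell density of plate MIN control wells and 100% = no cells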
Autophagy HCS cell loss 18 h: further read-out of Autophagy HCS, marked with its call; toxicity, %; measured here: cell loss, nuclei count;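 cell loss after 18 h compound exposure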
* hit, by the source's call; i = inactive; / = not tested or not shown.

SMILES | Yfh1-off respiration | Insulin prom up | Insulin prom up cell count | Hep lipid drop | Hep lipid drop cells 6.5 µM | MT stabilize HCS | MT stabilize HCS Hoechst-high % | MT stabilize HCS cytotoxicity % | Autophagy HCS | Autophagy HCS cell loss 18 h | Dynein cargo inh | Dynein cargo inh cytoplasmic EGFP | Dynein cargo inh nuclear GR-EGFP | Dynein cargo inh cell count | ER stress rescue | P. falciparum M1AAP | P. falciparum M17LAP
O=C(N/N=C\c1cccc(OC(=O)c2ccco2)c1)c1ccc2c(c1)OCO2 | i | 0.25 | 1430 | -5 | 626 | 3.8 | 4.2 | 1.9 | i | 3 | 0.041 | -0.32 | -0.15 | 0.5 | -4.1% | 3% | 20%
Cc1ccc(CSc2nnc(C(F)(F)F)n2Cc2ccc(F)cc2)cc1 | i | / | / | / | / | 2.4 | 2.4 | 5.8 | i | 8 | 0.039 | -0.22 | 0.34 | 1.1 | 5.1% | 0% | -1%
Cc1ccc(NC(=O)CC(N)=S)cc1 | i | 0.62 | 1032 | -3 | 662 | / | / | / | / | / | -1.5 | -0.22 | -0.32 | 1.8 | / | 0% | 3%
O=C(CC(C(=O)N1CCc2ccccc21)n1ccnc1)NCc1cccnc1 (centres undefined) | i | / | / | -11 | 737 | 2.6 | 2.2 | 10 | i | 6 | -1.3 | 0.22 | -1.1 | 1.3 | -1.8% | 5% | -1%
Clc1ccccc1-c1nnc(CNC2CC2)o1 | i | 0.16 | 1323 | 18 | 732 | 3.7 | 1.7 | 9.7 | i | 33 | -1.1 | -0.32 | -0.58 | 1.3 | / | 2% | 1%
Cc1nc(CNS(=O)(=O)c2cc([N+](=O)[O-])ccc2C)cs1 | i | 0.53 | 1046 | -16 | 710 | / | / | / | / | / | 0.81 | 0.17 | 0.42 | -0.36 | / | 1% | 1%
N#CC1=C(N)SC(N)=C(C#N)C1CCC1CCCCC1 | i | 0.13 | 1201 | 1 | 740 | 6.3 | 2.3 | 4.6 | i | -11 | 0.58 | -0.16 | 0.57 | -1.1 | / | 6% | -13%
O=C1COc2ccc(C(=O)COC(=O)CNC(=O)c3ccco3)cc2N1 | i | 0.56 | 1463 | 0 | 672 | 4.1 | 2.4 | 7.9 | i | -8 | -0.17 | -0.19 | -0.028 | -0.2 | -0.9% | -3% | -6%
CCOc1cccc2c1OC1(C)CC2NC(=O)N1c1cccc(F)c1 (centres undefined) | i | 0.16 | 1411 | / | / | 4.8 | 3.5 | 6.4 | i | -14 | 0.4 | -0.26 | 0.27 | 0.21 | -0.9% | 19% | 0%
CC1(C)CC(=O)C(C=NCCN2CCN(C(=S)Nc3ccccc3)CC2)=C(O)C1 | i | 0.32 | 1666 | / | / | 1.0 | 1.1 | 11 | i | 2 | -0.33 | -0.19 | -0.2 | 0.71 | 1.0% | 5% | -4%
O=C(Nc1ccc2c(c1)C(=O)OC2)c1ccc(F)cc1F | i | 0.62 | 1484 | -8 | 763 | / | / | / | / | / | 3.3 | -0.26 | 1.2 | -1 | / | 7% | -2%
COC(=O)[C@@]1(Cc2ccc(OC)cc2)[C@@H]2C(=CC(=O)[C@H]2CC(=O)C(=O)N2CCCC2)CN1C(=O)c1ccccc1 | i | 2.4 | 1079 | / | / | 8.0 | 9.8 | 27 | i | 12 | -4.7* | 0.99* | -1.8* | 0.23* | -2.4% | 8% | -5%
CN(C)c1ccc(N=C/C=C2\N(C)c3ccccc3C2(C)C)cc1 | / | / | / | / | / | 0.9 | 1.5 | 6.3 | i | -25 | -1.1 | 0.15 | -0.86 | 0.49 | -6.7% | 6% | 33%
c1cncc(-c2nnc(SCc3nc4ccccc4[nH]3)o2)c1 | i | -0.05 | 1293 | 16 | 659 | 3.4 | 2.4 | 4.3 | i | 2 | -0.42 | -0.25 | -0.0002 | -0.19 | -1.5% | 10% | 0%
CCOC(=O)c1ccccc1Nc1cc(C)nc2nc(C)nn12 | i | 0.78 | 1118 | -8 | 760 | 3.0 | 1.9 | 9.2 | i | 6 | 0.73 | -0.17 | 0.51 | 0.022 | -0.4% | 1% | 12%
Cc1ccc(C(=O)Nc2ccc3c(c2)OCO3)cc1S(=O)(=O)N1CCCCC1 | i | -0.92 | 1182 | -2 | 763 | 2.5 | 2.6 | 3.5 | i | -3 | -0.016 | -0.18 | -0.02 | 1.6 | -2.7% | 5% | -5%
CC(=O)C1=C(O)C(=O)N(CCc2c[nH]c3ccccc23)C1c1ccc(O)cc1 (centres undefined) | i | -0.41 | 1387 | / | / | 2.0 | 1.9 | 10 | i | -31 | -0.55 | -0.32 | 0.063 | 0.66 | 0.8% | 12% | 21%
COc1ccc2c(c1)[nH]c1c(=O)n(CCCn3ccnc3)cnc12 | i | 0.32 | 893 | -15 | 764 | 1.5 | 1.6 | 4.9 | i | 2 | -1.4 | -0.084 | -0.56 | 0.89 | 1.5% | 3% | -2%
COc1ccccc1/C=N/Nc1nncc2ccccc12 | i | -0.58 | 1030 | 27 | 739 | 1.7 | 1.4 | 7.2 | i | 8 | -0.3 | -0.24 | -0.037 | 0.066 | -2.5% | 5% | -5%
O=C(NC(=S)NCc1ccncc1)c1ccccc1 | i | -0.09 | 1426 | 18 | 682 | 4.5 | 3.6 | 8.9 | i | -14 | -0.52 | -0.32 | 0.057 | 0.02 | 1.3% | 2% | 9%
O=C1Oc2ccccc2C2(O)C3CCCCCC3C12 (centres undefined) | i | -0.72 | 1644 | / | / | 2.2 | 1.8 | 9.9 | i | 15 | -0.018 | -0.17 | 0.45 | 0.34 | -1.4% | 6% | -3%
Cc1ccnc2nc(C(=O)OCCOc3ccc(Cl)cc3)nn12 | i | 0.51 | 1066 | 3 | 720 | 2.5 | 2.4 | 3.8 | i | -14 | -0.32 | -0.2 | -0.22 | 0.56 | 3.6% | 3% | -1%
COc1ccc(CN2C(=O)NC3(CCOc4ccccc43)C2=O)cc1F (centres undefined) | / | -0.39 | 1349 | -1 | 612 | 2.6 | 1.9 | 9.3 | i | 9 | 0.52 | 0.073 | 0.11 | -0.13 | -2.0% | 2% | 0%
O=C(NNC(=O)c1ccccc1[N+](=O)[O-])c1cnccn1 | i | 0.5 | 785 | -5 | 745 | 1.2 | 1.2 | 9.0 | i | 4 | 0.69 | 0.023 | 0.24 | 0.18 | -1.1% | -6% | -25%
CN1CCC(N(C)C(=O)CNC(=O)c2ccc(C(C)(C)C)cc2)CC1 | i | -0.18 | 1094 | 8 | 725 | 2.3 | 2.4 | 0.4 | i | 19 | -1.1 | -0.18 | -0.53 | -0.094 | 0.4% | 0% | 25%
Cn1c(=O)c2cc(S(=O)(=O)NC(Cc3ccccc3)C(=O)NCC3CCCO3)ccc2n(C)c1=O (centres undefined) | i | 0.14 | 1271 | 7 | 658 | 3.9 | 1.1 | 7.6 | i | 9 | -1 | -0.15 | -0.69 | 1.5 | -1.0% | 3% | -1%
CC(=O)c1ccc(COC(=O)c2ccccc2NC(=O)C(C)C)cc1 | i | -0.16 | 1366 | 2 | 654 | 4.6 | 3.1 | 8.1 | i | 8 | 1.5 | -0.32 | 1.4 | -1.5 | 2.7% | -1% | -3%
CSc1n[nH]c(NCc2cccs2)n1 | i | / | / | -2 | 692 | 3.4 | 1.4 | 5.1 | i | 5 | -0.23 | -0.2 | 0.33 | -0.75 | -1.2% | 1% | 16%
CC(C)CCOc1ccc(C(=O)O)cc1 | i | -0.78 | 980 | 1 | 698 | 3.4 | 3.0 | 9.1 | i | -2 | 0.18 | -0.15 | 0.25 | 0.13 | 5.1% | 3% | 18%
CCOCCCNC(=O)c1ccc(N(C)S(=O)(=O)c2ccc(OC)cc2)cc1 | i | 0.67 | 848 | 0 | 775 | 3.9 | 2.0 | 4.1 | i | 15 | -0.38 | -0.28 | -0.3 | 1.4 | -2.3% | 2% | 6%
O=C(COC(=O)Cc1ccsc1)NCc1ccc(Cl)cc1 | i | 0.12 | 1470 | 21 | 675 | 2.4 | 4.5 | 2.6 | i | -4 | -0.51 | -0.12 | -0.03 | -0.2 | -2.6% | -1% | -9%
Cn1c(Cn2c(=O)sc3ccccc32)nnc1SCC(=O)NCc1ccc2c(c1)OCO2 | / | 0.16 | 1235 | -38 | 669 | 3.0 | 3.3 | 9.6 | i | -10 | -0.47 | 0.26 | 0.12 | 0.86 | 1.7% | 2% | 3%
Cn1c(=O)c(/C=C/c2ccccc2)nc2ccccc21 | i | -0.19 | 1390 | -2 | 680 | 1.8 | 2.9 | 6.6 | i | 11 | 0.76 | -0.24 | 1 | -0.51 | -1.6% | 6% | 0%
O=C(O)Cn1c(SCCOc2ccccc2)nc2ccccc21 | i | 0.43 | 1008 | 9 | 817 | 4.2 | 2.2 | 6.6 | i | -4 | -1 | -0.23 | -0.65 | 0.81 | 2.1% | 0% | -5%
O=C1CCC([N+](=O)[O-])C(c2ccc(Cl)cc2Cl)N1 (centres undefined) | i | -0.83 | 868 | 22 | 783 | 1.1 | 0.9 | 4.6 | i | -4 | -1.2 | 0.75 | -0.33 | -2.9 | -0.1% | -2% | -10%

Assay outcomes as filed in PubChem BioAssay.
